Screens as filed in PubChem BioAssay.
Cardiac RTF inh: cardiac RTF calcium sensitivity inhibitors, primary screen, biochemical, IANBD-TnC fluorescence, EC70 calcium; IANBD-labeled cardiac RTF, Ca2+ fluorescence; inhibition, % at 7.15 µM; 0.12% of 340,000 active; AID 493244, 2011;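 active = inhibition above the mean inhibition of all tested compounds plus 3 SD, cut at about 17% in these data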;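 also: assay run at fixed EC70 calcium of 1.6 mM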
MOR-DOR ag: agonists of OPRM1-OPRD1 heterodimerization, primary screen, cell-based, luminescence; cells; activation, % at 9.3 µM; 0.3% of 340,000 active; Mu-type opioid receptor (Homo sapiens) + Delta-type opioid receptor (Homo sapiens), …; in the data active = activation above about 18%;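 also: 0% = vehicle-treated cells and 100% = reference agonist; values of inactives mirror those of a sister screen read the other way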
Keap1 Nrf2 FP: Keap1-Nrf2 protein-protein interaction inhibitors, primary screen, biochemical, fluorescence polarization, single point; Kelch-like ECH-associated protein 1 (Homo sapiens), Q14145; Keap1 Kelch-Nrf2 peptide fluorescence polarization, 1536-well; inhibition, % at 9.4 µM; 0.15% of 340,000 active; in the data active = inhibition above about 12%; inconclusive = no clear call, values can overlap the other calls; inactive = below about 7.3%;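 also: human Keap1 Kelch domain with fluorescein labeled Nrf2 9mer peptide probe; 0% = neutral control wells and 100% = peptide positive control; higher means more block of Keap1 binding to Nrf2 peptide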
C-LANA FP: inhibitors of KSHV C-LANA binding to DNA, primary screen, biochemical, fluorescence polarization, FAM-LBS DNA, MBP-C-LANA, single point. Kaposi's sarcoma herpesvirus LANA C-terminal domain (residues 932-1162) DNA binding. AID 504423, 2011. inhibition, % at 9 µM. 0.078% of 340,000 active;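 active = highest replicate inhibition at or above 60% at 9 µM, even if other replicates fall short; inactive = all replicates below 60% inhibition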;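 also: 0% = neutral control wells and 100% = 4 µM acridine orange control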
Wnt act: Wnt/beta-catenin pathway activators, primary screen, cell-based, plate reader, single point; Wnt/beta-catenin reporter cell assay, activator; activation, % at 9.35 µM; 1.2% of 300,000 active; in the data active = activation above about 30%, passing the limit was not always enough; inconclusive = no clear call, values can overlap the other calls;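 also: 0% = neutral control wells and 100% = positive control wells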
OPRM1-OPRD1 inv: inverse agonists of MOR-DOR heterodimerization, primary screen, cell-based, luminescence; 0.21% of 340,000 active; inhibition, % at 9.3 µM; AID 504357, 2011; Mu-type opioid receptor (Homo sapiens) + Delta-type opioid receptor (Homo sapiens), …; cell-based MOR-DOR heterodimer luminescence, inverse agonism; in the data active = inhibition above about 22%, passing the limit was not always enough;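 also: 0% = cells with DMSO and 100% = wells without cells with DMSO; values of inactives mirror those of a sister screen read the other way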
Arrestin-AP2 inh: inhibitors of beta-arrestin/AP2 binding, primary screen, biochemical, GPCR trafficking, flow cytometry; beta-arrestin 1 C-terminal peptide binding to AP2 beta2-adaptin appendage (human); FITC-arrestin peptide / GST-AP2 beads; AP2 beta2 appendage carries R879A mutation; inhibition, % at 10 µM; 0.31% of 340,000 active; AID 504490, 2011;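 active = inhibition above a set limit, near 3 SD of compounds lacking own fluorescence, cut at about 54% in these data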;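 also: plate controls were DMSO wells for no effect and 5 µM unlabelled arrestin peptide for full effect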
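System: GST-AP2 R879A glutathione beads; medium: PBS, Tween 20 0.05%, BSA 0.1%; reagent: fluorescein-tagged arrestin peptide at 50 nM final; schedule: pre-incubation 12 min, peptide binding 1 h, room temperature; detection: flow cytometry, FL1 (488/535 nm); read-out: inhibition as reduced fluorescein signal on beads, percent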
Pemphigus Ab inh: inhibitors of pemphigus antibody binding to DSG3, primary screen, biochemical, bead-based, flow cytometry, scFv-GFP; Desmoglein-3 (Homo sapiens), P32926; DSG3-coupled beads, scFv-anti-DSG3-GFP binding; active compounds read low; binding (percent of control), % at 10 µM; 0.48% of 310,000 active; AID 588358, 2011;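 active = binding more than 3 SD below its plate's average and above zero; inconclusive = below that plate limit but binding exactly zero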;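 also: hits lower antibody fragment binding to DSG3; some compounds called inactive have numbers as strong as hits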
Target sequence (P32926 whole entry, looked up, the tested form may be a part): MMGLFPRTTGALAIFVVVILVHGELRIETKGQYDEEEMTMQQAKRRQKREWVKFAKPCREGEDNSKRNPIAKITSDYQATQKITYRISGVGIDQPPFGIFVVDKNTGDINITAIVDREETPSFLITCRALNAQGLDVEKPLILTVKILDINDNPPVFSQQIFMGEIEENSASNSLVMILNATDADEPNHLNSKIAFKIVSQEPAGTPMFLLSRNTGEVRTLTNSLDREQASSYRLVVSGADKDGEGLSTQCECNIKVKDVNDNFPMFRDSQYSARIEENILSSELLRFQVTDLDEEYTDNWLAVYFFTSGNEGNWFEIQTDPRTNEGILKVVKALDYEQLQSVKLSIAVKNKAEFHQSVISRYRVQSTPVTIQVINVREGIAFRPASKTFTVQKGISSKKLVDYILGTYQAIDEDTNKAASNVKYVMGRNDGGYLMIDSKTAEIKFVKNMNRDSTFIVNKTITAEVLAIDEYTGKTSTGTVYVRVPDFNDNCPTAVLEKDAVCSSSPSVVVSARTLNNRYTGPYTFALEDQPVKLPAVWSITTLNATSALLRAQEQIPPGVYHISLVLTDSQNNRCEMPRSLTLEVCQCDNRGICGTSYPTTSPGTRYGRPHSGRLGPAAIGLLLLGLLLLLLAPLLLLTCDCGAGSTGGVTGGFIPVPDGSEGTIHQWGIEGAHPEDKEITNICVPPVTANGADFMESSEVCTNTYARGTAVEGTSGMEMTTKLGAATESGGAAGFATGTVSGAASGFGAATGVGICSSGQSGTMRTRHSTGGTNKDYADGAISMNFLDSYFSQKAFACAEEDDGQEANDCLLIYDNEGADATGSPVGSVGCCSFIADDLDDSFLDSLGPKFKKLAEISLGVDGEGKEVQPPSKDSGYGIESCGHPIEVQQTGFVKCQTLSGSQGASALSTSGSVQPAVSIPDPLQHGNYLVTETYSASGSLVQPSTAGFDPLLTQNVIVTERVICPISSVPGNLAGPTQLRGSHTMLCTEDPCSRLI
RTF Ca sens act: cardiac RTF calcium sensitivity activators, primary screen, biochemical, IANBD-TnC fluorescence, EC20 calcium; IANBD-labeled TnC RTF fluorescence at EC20 calcium; 0% EC20 calcium, 100% full calcium; activation, % at 7.2 µM; 0.24% of 340,000 active;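 active = activation above the mean over all tested compounds plus 3 SD, cut at about 30% in these data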;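 also: rise in fluorescence read as greater calcium sensitivity of cardiac thin filaments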
V-ATPase pHluor: regulators of yeast V-ATPase proton pumping, primary screen, pHLuorin cytosolic pH fluorescence. S. cerevisiae. response, % at 10 µM. 0.37% of 350,000 active. AID 504577, 2011; in the data active = response mostly above about 7.3%, no sharp cut-off; inactive = mostly below about 5.4%; also: actives read high; inactives centre near 0; some compounds called inactive have numbers as strong as hits; reference of the scale not given here
Starred values were filed as active, the others as inactive; ? = inconclusive; · = no result given.

(1) O=C(COc1ccc(/C=N/NC(=O)c2ccccc2O)cc1)Nc1ccccc1
(2) CCOC(=O)C1=CN(Cc2cccc(-c3cccnc3)c2)S(=O)(=O)N(CC)C1C (centres undefined)
(3) CCc1nc(-c2cc3ccc(C)cc3[nH]c2=O)no1
(4) Oc1ccc(Cl)cc1C=Nc1ccccc1Br
(5) COCc1cc(C)nc2sc(C(=O)NC3CCCCC3)c(N)c12
screen / no.	1	2	3	4	5
Pemphigus Ab inh	106	93	100	121	104
C-LANA FP	-1.0	0.8	0.7	-0.1	-0.1
Wnt act	1	-1	·	-1	·
RTF Ca sens act	5	-3	-4	-1	1
Cardiac RTF inh	1	-5	-4	1	-12
Keap1 Nrf2 FP	-5	-3	-1	-1	2
MOR-DOR ag	8.5	-1.5	-1.0	-1.8	-2.3
OPRM1-OPRD1 inv	-45	8	5	10	11
Arrestin-AP2 inh	-1	-13	-2	-3	20
V-ATPase pHluor	5	2	-3	-1	-2

The list goes on, overlapping the part above by 2 compounds.
(4) Oc1ccc(Cl)cc1C=Nc1ccccc1Br
(5) COCc1cc(C)nc2sc(C(=O)NC3CCCCC3)c(N)c12
(6) O=C(NCCCN1CCCC1)c1ccc2c(Cl)c3c(nc2c1)CCCC3
(7) CC(=O)N(c1ccc(C)cc1)S(=O)(=O)c1ccc(Cl)cc1
(8) N#Cc1ccc(N/N=C/c2cn(-c3ccccc3)nc2-c2ccccc2)c([N+](=O)[O-])c1
(9) CC(C)c1ccc(NC(=O)NCc2cccnc2)cc1
(10) COc1ccc(C(CNC(=O)c2ccc(-c3cccc(C(F)(F)F)c3)o2)N2CCOCC2)cc1 (centres undefined)
screen / no.	4	5	6	7	8	9	10
Pemphigus Ab inh	121	104	82	106	95	·	104
C-LANA FP	-0.1	-0.1	-2.8	1.2	-2.3	-1.4	-1.2
Wnt act	-1	·	·	-2	·	3	-2
RTF Ca sens act	-1	1	-3	-5	5	-4	-18
Cardiac RTF inh	1	-12	-3	0	-2	-7	-1
Keap1 Nrf2 FP	-1	2	-3	-3	-2	-5	-2
MOR-DOR ag	-1.8	-2.3	-3.4	-0.6	-1.0	0.0	-3.6
OPRM1-OPRD1 inv	10	11	17	4	5	0	19
Arrestin-AP2 inh	-3	20	20	1	-7	17	9
V-ATPase pHluor	-1	-2	-4	-1	-2	-1	1

(11) CCN(C(=O)C(C)Sc1nnc(-c2ccncc2)n1C)C1CCCCC1 (centres undefined)
(12) CCOc1ccc(N2C(=O)c3ccccc3NC2(C)CC)cc1 (centres undefined)
(13) COc1cc(Nc2cc(C)nc3ncnn23)cc(OC)c1
(14) Cc1cccc(C)c1NC(=O)CNC(=O)c1c(C)nn(-c2ccccc2)c1C
(15) O=C(CCc1ccccc1)NNC(=O)c1ccccc1Br
screen / no.	11	12	13	14	15
Pemphigus Ab inh	·	86	109	108	98
C-LANA FP	1.6	1.6	-0.2	2.3	-1.3
Wnt act	-3	?	-3	11	1
RTF Ca sens act	0	-1	6	-1	2
Cardiac RTF inh	-4	-1	-6	-10	0
Keap1 Nrf2 FP	0	-1	-1	0	3
MOR-DOR ag	-0.5	-4.8	-0.6	0.2	-1.4
OPRM1-OPRD1 inv	2	21	4	-1	6
Arrestin-AP2 inh	1	-8	-14	23	10
V-ATPase pHluor	4	-1	-2	0	2

(16) COc1cccc(CNC(=O)c2cccc(Br)c2)c1
(17) O=C(/C=C/c1cccc([N+](=O)[O-])c1)NCc1ccco1
(18) Cc1c(C(=O)NCCc2ccc(Cl)cc2)sc2nc3n(c(=O)c12)CCC3
(19) Cc1c2cnn(CC(=O)NCCN3CCOCC3)c(=O)c2c(C)n1Cc1ccccc1F
(20) COc1ccc(/C=N/NC(=O)CN(C)S(=O)(=O)c2ccc(NC(C)=O)cc2)cc1
screen / no.	16	17	18	19	20
Pemphigus Ab inh	88	105	99	94	115
C-LANA FP	-0.7	-1.6	-1.6	-0.1	-3.7
Wnt act	·	·	1	14	0
RTF Ca sens act	1	6	5	9	5
Cardiac RTF inh	5	-42	-5	3	2
Keap1 Nrf2 FP	-5	1	-2	-2	-5
MOR-DOR ag	-1.4	-0.8	-1.6	-1.5	-0.1
OPRM1-OPRD1 inv	7	4	8	9	0
Arrestin-AP2 inh	-1	12	2	1	-22
V-ATPase pHluor	0	0	-8	-1	0

(21) CC1CC(C)CN(CCOc2ccc(Cl)cc2Cl)C1 (centres undefined)
(22) O=C(CSc1cc(Cl)ccc1Cl)NCCN1C(=O)CSC1=O
(23) CSC1=NCCN1C(=O)c1ccco1
(24) Cc1ccc2sc(N(CCCN(C)C)C(=O)c3ccc(S(=O)(=O)N4CCOCC4)cc3)nc2c1C
(25) CC(C)(C)n1ncc2c(=O)n(CC(=O)N3CCCC3)cnc21
screen / no.	21	22	23	24	25
Pemphigus Ab inh	116	126	·	101	·
C-LANA FP	-0.2	1.6	-0.2	1.6	-0.8
Wnt act	-2	2	-4	2	-4
RTF Ca sens act	-8	9	2	-3	4
Cardiac RTF inh	-5	5	-8	-2	-10
Keap1 Nrf2 FP	-3	1	-4	-1	3
MOR-DOR ag	4.5	-2.6	-0.7	-2.9	-2.8
OPRM1-OPRD1 inv	-28	14	4	15	13
Arrestin-AP2 inh	-6	-12	-3	43	0
V-ATPase pHluor	-2	-1	0	16	-6

Record cards, as listed above. Order of screens: Pemphigus Ab inh	C-LANA FP	Wnt act	RTF Ca sens act	Cardiac RTF inh	Keap1 Nrf2 FP	MOR-DOR ag	OPRM1-OPRD1 inv	Arrestin-AP2 inh	V-ATPase pHluor
O=C(CSc1cc(Cl)ccc1Cl)NCCN1C(=O)CSC1=O is listed with 126	1.6	2	9	5	1	-2.6	14	-12	-1
CCc1nc(-c2cc3ccc(C)cc3[nH]c2=O)no1 is listed with 100	0.7	·	-4	-4	-1	-1.0	5	-2	-3

(further entries)
(26) CC1(C)C2CCC(C2)C1(C)N=C1OC(CCl)CS1 (centres undefined)
(27) CCc1cc2c(NCCC(=O)O)ncnc2s1
(28) Cn1cc(Br)c(C(=O)N/N=C/c2cc3c(cc2Cl)OCO3)n1
(29) CC(=O)Nc1ccc(N2C(=O)CSC2c2ccccc2)cc1 (centres undefined)
(30) O=c1[nH]c(=O)n(Cc2ccco2)c2c1C(C(F)(F)F)(C(F)(F)F)N=C(CCC1CCCCC1)N2
screen / no.	26	27	28	29	30
Pemphigus Ab inh	·	97	93	96	104
C-LANA FP	-2.2	0.1	-1.5	0.5	0.6
Wnt act	0	-2	28	0	-16
RTF Ca sens act	17	2	0	2	3
Cardiac RTF inh	-9	-8	1	-4	-1
Keap1 Nrf2 FP	0	-3	0	0	3
MOR-DOR ag	6.9	-1.4	-0.3	-0.6	12
OPRM1-OPRD1 inv	-34	8	2	3	-51
Arrestin-AP2 inh	16	-6	-11	14	22
V-ATPase pHluor	0	3	0	3	4

(31) CCCc1ccc(S(=O)(=O)N2CCN(C(C)C(=O)NC3CCCC3)CC2)cc1 (centres undefined)
(32) COc1ccc(CC(=O)NNC(=O)c2cc(C)oc2C)cc1OC
(33) Cc1nc(N2CCN(C(=O)c3ccco3)CC2)c2c3c(sc2n1)CCCC3
(34) N#C/C(=C\c1ccc(F)c(Cl)c1)S(=O)(=O)c1ccccn1
(35) Cc1nc(N2CCN(c3ccccc3)CC2)[nH]c(=O)c1C
screen / no.	31	32	33	34	35
Pemphigus Ab inh	100	95	124	·	96
C-LANA FP	0.5	0.4	3.5	1.3	-1.6
Wnt act	6	6	-4	0	2
RTF Ca sens act	4	0	6	-2	5
Cardiac RTF inh	-6	4	-6	3	2
Keap1 Nrf2 FP	0	0	-5	-4	3
MOR-DOR ag	-2.5	-1.5	-1.8	-2.2	-0.3
OPRM1-OPRD1 inv	12	8	8	11	1
Arrestin-AP2 inh	-4	65*	13	16	-18
V-ATPase pHluor	-7	9	1	2	-4

(36) CC(=O)Nc1ccc(S(=O)(=O)N[C@@H](C)C(=O)OCC(=O)NC2CCCC2)cc1
(37) CN(C)c1ccc(CNC(=O)C2CCN(S(=O)(=O)c3ccc4c(c3)oc(=O)n4C)CC2)cc1
(38) Cc1ccc(C)c(CN2CCC(CNC(=O)CCc3nnc4ccc(N5CCCCC5)nn34)CC2)c1
(39) COC(=O)[C@H](Cc1ccccc1)NS(=O)(=O)c1ccc(F)cc1Br
(40) COc1cccc(C(=O)Nc2ccc(NC(=O)C3CCCCC3C(=O)O)cc2)c1 (centres undefined)
screen / no.	36	37	38	39	40
Pemphigus Ab inh	106	106	107	103	103
C-LANA FP	0.1	-1.2	1.1	-1.4	-0.5
Wnt act	-1	-2	0	-2	9
RTF Ca sens act	-4	-1	0	-4	-1
Cardiac RTF inh	-2	7	4	-1	-1
Keap1 Nrf2 FP	-4	-1	1	0	-2
MOR-DOR ag	-2.8	-2.7	6.4	-2.6	0.5
OPRM1-OPRD1 inv	11	14	-32	12	-1
Arrestin-AP2 inh	-4	-2	-4	4	23
V-ATPase pHluor	1	4	-2	2	-1

(41) CCSc1nc(N)c2c3c(sc2n1)CCC3
(42) CCOC(=O)C1=C(C)NC2(O)c3ccccc3C(=O)C12O (centres undefined)
(43) O=Cc1c(-c2ccccc2)nc2ccccn12
(44) CC(C)(C)NC(=O)COC(=O)c1cc(S(=O)(=O)N2CCCCC2)ccc1N1CCOCC1
(45) CCOC(=O)C1CCCN(c2ncnc3c2cnn3-c2ccc(Cl)cc2)C1 (centres undefined)
screen / no.	41	42	43	44	45
Pemphigus Ab inh	107	105	97	103	107
C-LANA FP	2.4	-0.4	1.6	-2.1	-0.8
Wnt act	·	0	1	·	·
RTF Ca sens act	1	-8	-2	-3	-5
Cardiac RTF inh	-6	-1	4	1	-3
Keap1 Nrf2 FP	-2	0	1	2	-2
MOR-DOR ag	-1.7	-3.0	-2.9	-0.5	1.7
OPRM1-OPRD1 inv	9	15	15	3	-9
Arrestin-AP2 inh	1	3	10	-5	-7
V-ATPase pHluor	-3	-3	-2	-3	-2
